Rv3671c protease = Rv3671c (M. tuberculosis) protease inhibition | P9WHR9 | inhibition, % at 5.96 µM | 320,000 tested, 0.048% active | AID 2606; in the data active means inhibition above about 38%;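 further: extracellular domain of Rv3671c used as enzyme; 0% = enzyme with DMSO and 100% = no enzyme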
Target sequence (P9WHR9 whole entry, looked up, the tested form may be a part): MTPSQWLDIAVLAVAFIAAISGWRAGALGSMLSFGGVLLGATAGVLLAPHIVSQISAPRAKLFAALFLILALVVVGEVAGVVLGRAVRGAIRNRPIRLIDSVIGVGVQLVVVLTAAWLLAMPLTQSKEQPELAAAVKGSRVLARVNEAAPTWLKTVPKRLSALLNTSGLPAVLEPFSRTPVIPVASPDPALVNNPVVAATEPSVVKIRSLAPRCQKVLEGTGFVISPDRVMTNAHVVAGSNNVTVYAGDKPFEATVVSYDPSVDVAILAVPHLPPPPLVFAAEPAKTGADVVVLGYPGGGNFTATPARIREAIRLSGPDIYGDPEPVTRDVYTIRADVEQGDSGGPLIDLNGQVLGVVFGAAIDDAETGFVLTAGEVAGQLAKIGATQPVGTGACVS
3CLpro inhibitor = SARS-CoV 3CLpro protease inhibition; inhibition, % at 6 µM; recombinant SARS-CoV 3CLpro, quenched FRET peptide cleavage; 290,000 tested, 0.14% active; P0C6X7; AID 1706; in the data active means inhibition above about 12%
FBA Mtb inh = inhibitors of M. tuberculosis fructose-bisphosphate aldolase; purified M. tuberculosis FBA, fluorescence read-out; inhibition, % at 1 µM; 360,000 tested, 2.3% active; AID 588726; in the data active means inhibition above about 27%;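 further: 0% = vehicle and 100% = reference inhibitor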
Target sequence (P9WQA3 whole entry, looked up): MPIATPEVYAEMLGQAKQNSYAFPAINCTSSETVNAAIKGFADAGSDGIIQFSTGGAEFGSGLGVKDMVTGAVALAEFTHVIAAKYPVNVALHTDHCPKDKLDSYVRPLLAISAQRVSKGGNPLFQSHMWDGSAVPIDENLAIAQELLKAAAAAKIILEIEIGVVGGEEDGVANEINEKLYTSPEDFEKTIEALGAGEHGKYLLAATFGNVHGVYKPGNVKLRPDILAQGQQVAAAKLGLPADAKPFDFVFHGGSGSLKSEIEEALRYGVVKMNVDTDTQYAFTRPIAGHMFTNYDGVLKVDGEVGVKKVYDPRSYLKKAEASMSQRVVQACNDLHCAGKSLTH
MazEF act = increases E. coli MazEF RNase cleavage of RNA; 350,000 tested, 0.32% active; AID 504720; activation, % at 20 µM; FAM/BHQ RNA-DNA oligo cleavage fluorescence, 5 h; in the data active means activation above about 50%
Target sequence (P0AE70 whole entry, looked up): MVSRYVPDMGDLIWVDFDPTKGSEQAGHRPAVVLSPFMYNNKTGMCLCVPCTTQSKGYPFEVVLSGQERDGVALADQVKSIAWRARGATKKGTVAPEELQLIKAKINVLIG
DUSP3 inh = DUSP3 (human) phosphatase inhibition | recombinant VHR phosphatase, pNPP absorbance | inhibition, % at 13.3 µM | 290,000 tested, 0.52% active | AID 1654; in the data active means inhibition above about 50%; further: some compounds called inactive have numbers as strong as hits
Target sequence (P51452 whole entry, looked up): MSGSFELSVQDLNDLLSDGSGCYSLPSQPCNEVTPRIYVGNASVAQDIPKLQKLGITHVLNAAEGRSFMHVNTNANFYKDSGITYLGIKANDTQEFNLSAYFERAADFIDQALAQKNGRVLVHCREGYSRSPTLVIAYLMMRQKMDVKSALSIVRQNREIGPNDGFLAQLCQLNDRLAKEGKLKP
GDH-TPI counter = inhibits GDH-TPI coupling enzymes, artifact for Mtb FBA screen. 360,000 tested, 1.2% active. GDH-TPI coupled enzyme counterscreen, NADH absorbance. inhibition, % at 4.8 µM; in the data active means inhibition above about 30%;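 further: 0% = DMSO wells and 100% = wells lacking the enzyme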
Mtb UGM inh = Mtb UDP-galactopyranose mutase inhibition. 320,000 tested, 0.06% active. P9WIQ1. inhibition, % at 10 µM. AID 504406. purified UGM, fluorescence polarization probe displacement; in the data active means inhibition above about 10%, passing the limit was not always enough
BioA inh = BioA (M. tuberculosis) enzyme inhibition | inhibition, % at 9.99 µM | 360,000 tested, 0.096% active | AID 602481 | purified M. tuberculosis BioA enzyme, plate reader; in the data active means inhibition above about 40%
BH1578 lux ind = inducers of Vibrio cholerae quorum light production without autoinducers; V. cholerae BH1578 lux reporter, luminescence, 6 h; 350,000 tested, 0.16% active; activation, % at 18.7 µM; in the data active means activation mostly above about 9.7%, no sharp cut-off; further: not every result past the cut was called active; inactives centre near 0; reference of the scale not given here
SSB-PriA inh = inhibitors of Klebsiella pneumoniae PriA binding to SSB C-terminal tail; AlphaScreen SSBct-PriA binding, biotinylated peptide; inhibition, % at 33 µM; 430,000 tested, 0.6% active; AID 1272365; in the data active means inhibition mostly above about 37%, no sharp cut-off; inactive means mostly below about 20%;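 further: plate controls were negative control peptide for no effect and reference peptide for full effect; strong numbers were not always called active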
Numbers without * were called inactive. Some of the compounds tested; rates above refer to the full screens.

For CC(=O)c1cccc(NC(=O)c2cc(-c3ccncc3)nc3ccccc23)c1 the results were Rv3671c protease -6.5, FBA Mtb inh 3.7, MazEF act 14.1, GDH-TPI counter 13.7, Mtb UGM inh -0.1, BioA inh 0.0, BH1578 lux ind 0.0 and SSB-PriA inh -3.9.
`CC(=CC(=O)c1ccccc1)c1ccccc1` gave FBA Mtb inh 0.7, MazEF act 3.3, GDH-TPI counter 7.9, BioA inh -1.2, BH1578 lux ind -0.8 and SSB-PriA inh -18.3.
For Cc1nnc(SCC(=O)Nc2nnc(SCc3cccc(Br)c3)s2)s1 the results were Rv3671c protease -20.8, 3CLpro inhibitor -1.8, FBA Mtb inh 1.4, MazEF act -12.6, DUSP3 inh -4.4, GDH-TPI counter 1.4, Mtb UGM inh -1.7, BioA inh -2.3, BH1578 lux ind -0.2 and SSB-PriA inh -3.7.
For CC(C)NC(=O)COC(=O)c1ccc(Oc2ccccc2)cc1 the results were Rv3671c protease 3.2, 3CLpro inhibitor -1.6, FBA Mtb inh -0.7, MazEF act 5.8, DUSP3 inh 15.8, GDH-TPI counter 2.7, Mtb UGM inh -0.2, BioA inh -2.2, BH1578 lux ind 3.4 and SSB-PriA inh -30.5.
O=C(/C=C/c1cccs1)c1ccc(NC(=O)c2cccc(Br)c2)cc1 was read as Rv3671c protease -0.8, 3CLpro inhibitor 0.5, FBA Mtb inh -0.7, MazEF act -8.0, DUSP3 inh -19.8, GDH-TPI counter 40.4*, Mtb UGM inh 0.8, BioA inh -1.8, BH1578 lux ind inactive and SSB-PriA inh 5.8.
Screening Cc1ccc2nc(-c3ccc(NC(=O)CN4C(=O)c5ccccc5C4=O)cc3)sc2c1 returned Rv3671c protease 0.1, 3CLpro inhibitor 0.8, FBA Mtb inh 34.2*, MazEF act -2.7, DUSP3 inh 23.7, GDH-TPI counter 8.7, Mtb UGM inh -3.1, BioA inh -1.2, BH1578 lux ind -1.4 and SSB-PriA inh -19.6.
O=CC(Br)P(=O)(N1CCOCC1)N1CCOCC1 (configuration not stated) was read as Rv3671c protease -1.4, 3CLpro inhibitor -2.6, FBA Mtb inh 0.1, MazEF act -5.1, DUSP3 inh 8.5, GDH-TPI counter -3.8, Mtb UGM inh -3.1, BioA inh 0.2, BH1578 lux ind -0.4 and SSB-PriA inh 4.1.
For Cc1ccc(C)c(N2CCN(S(=O)(=O)c3ccc4c(c3)C(C)(C)C(=O)N4C)CC2)c1 the results were Rv3671c protease 4.8, 3CLpro inhibitor 2.3, FBA Mtb inh 0.0, MazEF act 1.8, DUSP3 inh 5.5, GDH-TPI counter 3.0, Mtb UGM inh -0.7, BioA inh -2.4, BH1578 lux ind -0.2 and SSB-PriA inh -2.5.
`O=C(Nc1ccc(N2CCOCC2)cc1)c1nc2ccccc2s1` gave Rv3671c protease 0.2, 3CLpro inhibitor 1.7, FBA Mtb inh 3.4, MazEF act -12.5, DUSP3 inh 16.6, GDH-TPI counter -1.3, Mtb UGM inh -2.3, BH1578 lux ind inactive and SSB-PriA inh -3.6.
Screening Cc1ccc(NC(=O)Cn2nnc(C(=O)NCc3ccccc3)c2N)cc1C returned Rv3671c protease -13.6, 3CLpro inhibitor -4.5, FBA Mtb inh 0.3, MazEF act -11.1, DUSP3 inh -5.8, GDH-TPI counter 10.7, Mtb UGM inh 1.1, BioA inh -2.6, BH1578 lux ind inactive and SSB-PriA inh -16.9.
For CC(=O)Nc1ccc(Nc2cc(-c3ccccc3)nc3ncnn23)cc1 the results were Rv3671c protease -2.6, 3CLpro inhibitor 0.4, FBA Mtb inh -0.9, MazEF act 5.1, DUSP3 inh 11.1, GDH-TPI counter 5.7, BioA inh -0.6, BH1578 lux ind -3.3 and SSB-PriA inh -8.9.
Cc1ccc(N(C)S(=O)(=O)c2cccc(C(=O)OCC(=O)N3CCCC(C)C3)c2)cc1 (configuration not stated) was read as Rv3671c protease 4.0, FBA Mtb inh -1.9, MazEF act 5.2, GDH-TPI counter 5.6, Mtb UGM inh 2.2, BioA inh 1.5, BH1578 lux ind 0.7 and SSB-PriA inh 5.1.
NC(=O)N/N=C\c1cccs1 was read as Rv3671c protease 1.8, 3CLpro inhibitor 2.8, FBA Mtb inh 0.9, MazEF act 2.3, DUSP3 inh 21.3, GDH-TPI counter -5.5, Mtb UGM inh -0.6, BioA inh 0.2 and BH1578 lux ind inactive.
Screening CCOC(=O)c1[nH]cnc1C(=O)Nc1cccc(N)n1 returned Rv3671c protease 2.5, FBA Mtb inh 0.6, MazEF act 7.6, DUSP3 inh 3.6, GDH-TPI counter 22.9, Mtb UGM inh -1.7, BioA inh 0.7, BH1578 lux ind inactive and SSB-PriA inh -1.2.
`CCOC(=O)/C(=C\c1c[nH]c2ccccc12)NC(C)=O` gave Rv3671c protease 3.5, 3CLpro inhibitor 4.7, FBA Mtb inh -3.1, MazEF act 5.7, DUSP3 inh 12.6, GDH-TPI counter 29.2, Mtb UGM inh 0.9, BioA inh -6.0, BH1578 lux ind -0.7 and SSB-PriA inh -13.1.
COC(=O)C1=C(C)NC(=S)NC1c1ccc(-c2cccc(Cl)c2)o1 (configuration not stated) was read as Rv3671c protease -8.2, 3CLpro inhibitor 3.9, FBA Mtb inh -1.0, MazEF act -2.0, DUSP3 inh 2.6, GDH-TPI counter 4.7, Mtb UGM inh 0.9, BH1578 lux ind inactive and SSB-PriA inh -2.0.
Cn1cccc1/C=N/NC(=O)c1cccs1 was read as Rv3671c protease -5.2, 3CLpro inhibitor -2.4, FBA Mtb inh 0.1, MazEF act 3.3, DUSP3 inh 8.0, GDH-TPI counter 26.2, Mtb UGM inh 3.0, BioA inh -0.3 and BH1578 lux ind -3.1.
`Cc1cccc(-n2ccc(=O)c(C(=O)Nc3ccc(S(=O)(=O)N4CCOCC4)cc3)n2)c1` gave Rv3671c protease -2.2, 3CLpro inhibitor 1.7, FBA Mtb inh 3.8, MazEF act -7.3, DUSP3 inh 1.3, GDH-TPI counter 13.9, Mtb UGM inh -4.9, BioA inh -0.7, BH1578 lux ind -0.2 and SSB-PriA inh 4.5.
CC1CCN(S(=O)(=O)c2cccc(-c3csc(-c4cccnc4)n3)c2)CC1 was read as Rv3671c protease -30.4, 3CLpro inhibitor 3.1, FBA Mtb inh 3.2, MazEF act -12.0, DUSP3 inh -20.6, GDH-TPI counter -1.2, Mtb UGM inh 0.2, BH1578 lux ind -0.7 and SSB-PriA inh -13.3.
Screening Cc1ccc(S(=O)(=O)N2CC(O)CC2C(=O)OCc2nc3sc(C)c(C)c3c(=O)[nH]2)cc1 (configuration not stated) returned Rv3671c protease -8.7, 3CLpro inhibitor 2.4, FBA Mtb inh -1.1, MazEF act 4.1, DUSP3 inh 9.6, GDH-TPI counter 4.5, Mtb UGM inh 1.5, BH1578 lux ind 3.4 and SSB-PriA inh 3.0.
Screening CCOC(=O)N1CCN(C(=O)c2n[nH]c(=O)c3ccccc23)CC1 returned Rv3671c protease -6.8, 3CLpro inhibitor -2.4, FBA Mtb inh -0.9, MazEF act -0.2, DUSP3 inh -8.6, GDH-TPI counter 5.8, Mtb UGM inh -0.2, BioA inh -1.2, BH1578 lux ind -7.7 and SSB-PriA inh -12.3.
For CC(=O)NC1CC(C)(C)N(OC(C)=O)C(C)(C)C1 the results were 3CLpro inhibitor 0.4, FBA Mtb inh 1.5, MazEF act 3.5, DUSP3 inh 6.4, GDH-TPI counter 14.4, BH1578 lux ind -0.4 and SSB-PriA inh -9.4.
Screening O=C(NN=C1c2ccccc2-c2ccccc21)c1cccc(Br)c1 returned Rv3671c protease -2.4, 3CLpro inhibitor -2.5, FBA Mtb inh 1.1, MazEF act 2.4, DUSP3 inh 20.9, GDH-TPI counter 16.1, Mtb UGM inh -0.9, BH1578 lux ind -0.4 and SSB-PriA inh -9.0.
CC1CN(c2ccnc3cc(Cl)ccc23)CC(C)O1 (configuration not stated) was read as Rv3671c protease 2.1, 3CLpro inhibitor 0.5, FBA Mtb inh -0.7, MazEF act 2.6, DUSP3 inh -7.7, GDH-TPI counter 14.0, Mtb UGM inh -0.4, BioA inh 0.3, BH1578 lux ind -0.3 and SSB-PriA inh -11.1.
COc1ccc(Cl)cc1NC(=O)NC1CCCCC1 was read as Rv3671c protease -8.2, 3CLpro inhibitor 2.7, FBA Mtb inh -1.4, MazEF act 3.7, DUSP3 inh -0.2, GDH-TPI counter -3.8, Mtb UGM inh 0.3, BioA inh 1.4, BH1578 lux ind -2.8 and SSB-PriA inh -12.8.
O=C(CSc1nc2c(c(=O)n1-c1ccccc1)SCC2)N1CCN(c2ccccc2)CC1 was read as Rv3671c protease -3.1, 3CLpro inhibitor -2.1, FBA Mtb inh -2.1, MazEF act -0.2, DUSP3 inh -1.0, GDH-TPI counter 14.8, Mtb UGM inh -1.5, BioA inh 47.4*, BH1578 lux ind -0.2 and SSB-PriA inh -4.7.
For CCCNC(=O)CSc1nc2[nH]ncc2c(=O)[nH]1 the results were Rv3671c protease 1.3, 3CLpro inhibitor 1.9, FBA Mtb inh 8.1, MazEF act 4.0, DUSP3 inh 11.5, GDH-TPI counter -2.8, Mtb UGM inh 0.1, BH1578 lux ind inactive and SSB-PriA inh -8.3.
Screening CC1CCCCC12NC(=O)N(CC(=O)N1CCc3ccccc3C1)C2=O (configuration not stated) returned FBA Mtb inh -0.5, MazEF act 0.3, GDH-TPI counter 1.4, BioA inh -0.2, BH1578 lux ind inactive and SSB-PriA inh 1.0.
CSCCC(NS(=O)(=O)/C=C/c1ccccc1)C(=O)N1CCC(C)CC1 (configuration not stated) was read as Rv3671c protease -7.2, 3CLpro inhibitor 0.7, FBA Mtb inh 2.3, MazEF act -0.8, GDH-TPI counter -0.6, Mtb UGM inh -2.5, BioA inh -0.9, BH1578 lux ind -1.4 and SSB-PriA inh -15.8.
Screening Cc1ccc(S(=O)(=O)N(c2cc(Cl)c(O)c(Cl)c2)P(=O)(OC(C)C)OC(C)C)cc1 returned Rv3671c protease -7.1, 3CLpro inhibitor 2.2, FBA Mtb inh -1.9, MazEF act 1.9, DUSP3 inh 5.9, GDH-TPI counter 0.0, Mtb UGM inh -0.1, BioA inh 0.1, BH1578 lux ind inactive and SSB-PriA inh 2.8.
For Cc1cc(Cl)ccc1OCc1n[nH]c(=S)n1C1CCCCC1 the results were Rv3671c protease -7.3, 3CLpro inhibitor 3.8, FBA Mtb inh -1.7, MazEF act 6.3, DUSP3 inh -21.8, GDH-TPI counter -1.9, Mtb UGM inh -3.2, BioA inh 4.2, BH1578 lux ind inactive and SSB-PriA inh 9.2.
Screening CC1CC(=O)C2=C(C1)OC(N)=C(C#N)C2c1coc2ccccc2c1=O (configuration not stated) returned Rv3671c protease -0.6, 3CLpro inhibitor 3.1, FBA Mtb inh -3.1, MazEF act 85.1*, DUSP3 inh -16.1, GDH-TPI counter -2.4, Mtb UGM inh -1.8, BioA inh -2.8, BH1578 lux ind -0.7 and SSB-PriA inh -19.8.

3 entries picked at random from the list so far, as already listed:
O=C(CSc1nc2c(c(=O)n1-c1ccccc1)SCC2)N1CCN(c2ccccc2)CC1 was read as Rv3671c protease -3.1, 3CLpro inhibitor -2.1, FBA Mtb inh -2.1, MazEF act -0.2, DUSP3 inh -1.0, GDH-TPI counter 14.8, Mtb UGM inh -1.5, BioA inh 47.4*, BH1578 lux ind -0.2 and SSB-PriA inh -4.7.
For CCCNC(=O)CSc1nc2[nH]ncc2c(=O)[nH]1 the results were Rv3671c protease 1.3, 3CLpro inhibitor 1.9, FBA Mtb inh 8.1, MazEF act 4.0, DUSP3 inh 11.5, GDH-TPI counter -2.8, Mtb UGM inh 0.1, BH1578 lux ind inactive and SSB-PriA inh -8.3.
COc1ccc(Cl)cc1NC(=O)NC1CCCCC1 was read as Rv3671c protease -8.2, 3CLpro inhibitor 2.7, FBA Mtb inh -1.4, MazEF act 3.7, DUSP3 inh -0.2, GDH-TPI counter -3.8, Mtb UGM inh 0.3, BioA inh 1.4, BH1578 lux ind -2.8 and SSB-PriA inh -12.8.

Bioassay records from PubChem.
